# MazF activator: activators of E. coli MazEF toxin-antitoxin RNase, primary screen, biochemical, fluorescence, uHTS | Endoribonuclease toxin MazF (Escherichia coli (strain K12)), P0AE70 | FAM/BHQ RNA-DNA oligo cleavage fluorescence, 5 h | activation, % at 20 µM | 0.32% of 350,000 active; in the data active = activation above about 50%
# Target sequence (P0AE70 whole entry, looked up): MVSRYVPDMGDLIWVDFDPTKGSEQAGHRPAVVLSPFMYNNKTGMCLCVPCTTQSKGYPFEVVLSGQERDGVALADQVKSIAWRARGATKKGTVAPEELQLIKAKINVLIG
# Rv3671c inh: Rv3671c serine protease inhibitors, primary screen, biochemical, fluorescence polarization, M. tuberculosis H37Rv | AID 2606, 2010 | 0.048% of 320,000 active | inhibition, % at 5.96 µM | P9WHR9; in the data active = inhibition above about 38%;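 note: extracellular domain of Rv3671c used as enzyme; 0% = enzyme with DMSO and 100% = no enzyme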
# Target sequence (P9WHR9 whole entry, looked up, the tested form may be a part): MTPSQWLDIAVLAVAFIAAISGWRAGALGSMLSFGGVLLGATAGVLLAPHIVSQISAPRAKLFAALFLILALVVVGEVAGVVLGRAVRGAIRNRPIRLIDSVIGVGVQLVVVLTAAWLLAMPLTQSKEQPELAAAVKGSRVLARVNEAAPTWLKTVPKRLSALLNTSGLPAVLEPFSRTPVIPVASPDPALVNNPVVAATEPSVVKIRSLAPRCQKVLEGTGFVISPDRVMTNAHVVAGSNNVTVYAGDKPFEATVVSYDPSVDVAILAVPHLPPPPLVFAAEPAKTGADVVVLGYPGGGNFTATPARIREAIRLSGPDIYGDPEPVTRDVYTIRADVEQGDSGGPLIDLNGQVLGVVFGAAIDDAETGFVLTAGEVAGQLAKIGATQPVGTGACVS
# BoNT-F LC inh: BoNT/F light chain protease inhibitors, primary screen, biochemical, flow cytometry, MLPCN library | Botulinum neurotoxin type F light chain protease (Clostridium botulinum) | Multiplex microsphere protease cleavage assay | inhibition, % at 10 µM | 0.22% of 360,000 active | AID 588497, 2011; in the data active = inhibition above about 35%, passing the limit was not always enough; inconclusive = no clear call, values can overlap the other calls; note: plate controls were buffer without enzyme for full effect and enzyme alone for no effect
# SARS 3CLpro inh: SARS-CoV 3CLpro protease inhibitors, primary screen, biochemical, quenched FRET | Replicase polyprotein 1ab (Severe acute respiratory syndrome coronavirus), P0C6X7 | recombinant SARS-CoV 3CLpro, quenched FRET peptide cleavage | inhibition, % at 6 µM | 0.14% of 290,000 active; in the data active = inhibition above about 12%
# CCHFV vOTU inh: CCHFV vOTU protease inhibitors, primary screen, biochemical, Pep-AMC substrate, fluorescence; inhibition, % at 11.5 µM; 0.55% of 370,000 active; AID 651958, 2012; Crimean-Congo hemorrhagic fever virus L polyprotein viral ovarian tumor (vOTU) protease …; in the data active = inhibition above about 30%; note: 0% = vehicle wells with enzyme and 100% = no enzyme wells
# PrPC surface inh: inhibitors of human cell surface prion protein PrPC, primary screen, cell-based, TR-FRET. Major prion protein (Homo sapiens), P04156. AID 720596, 2013. TR-FRET read-out. inhibition, % at 13.8 µM. 0.43% of 370,000 active; in the data active = inhibition above about 24%; note: 0% = median of the test wells and 100% = reference compound wells
# Anthrax LF inh2: Bacillus anthracis LF protease inhibitors, primary screen, biochemical, multiplex microsphere, MLPCN library. inhibition, % at 10 µM. 0.12% of 360,000 active. multiplex microsphere protease cleavage assay. Lethal factor (Bacillus anthracis), P15917; note: plate controls were buffer without enzyme for full effect and enzyme alone for no effect
# SSB-PriA inh: inhibitors of Klebsiella pneumoniae PriA binding to SSB C-terminal tail, primary screen, biochemical, AlphaScreen | PriA–SSB C-terminal tail interaction (Klebsiella pneumoniae) | AlphaScreen SSBct-PriA binding, biotinylated peptide | 0.6% of 430,000 active | inhibition, % at 33 µM | AID 1272365, 2023; in the data active = inhibition mostly above about 37%, no sharp cut-off; inactive = mostly below about 20%;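 note: plate controls were negative control peptide for no effect and reference peptide for full effect; strong numbers were not always called active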
# BoNT A protease: BoNT/A light chain protease inhibitors, primary screen, biochemical, flow cytometry, MLPCN library. Botulinum neurotoxin type A light chain protease (Clostridium botulinum A str. ATCC 3502). multiplex microsphere protease substrate cleavage. inhibition, % at 10 µM. 0.17% of 360,000 active. AID 588499, 2011; note: plate controls were buffer without enzyme for full effect and enzyme alone for no effect
# VHR inh abs: VHR1 phosphatase inhibitors, primary screen, biochemical, absorbance, uHTS; recombinant VHR phosphatase, pNPP absorbance; inhibition, % at 13.3 µM; 0.52% of 290,000 active; AID 1654, 2009; in the data active = inhibition above about 50%; note: some compounds called inactive have numbers as strong as hits
# Target sequence (P51452 whole entry, looked up): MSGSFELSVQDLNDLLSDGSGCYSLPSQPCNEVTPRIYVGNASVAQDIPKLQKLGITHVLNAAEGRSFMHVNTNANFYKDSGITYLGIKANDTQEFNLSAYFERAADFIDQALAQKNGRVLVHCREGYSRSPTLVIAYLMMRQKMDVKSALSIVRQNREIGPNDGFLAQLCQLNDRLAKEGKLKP
# The depositor's hits bear a star; u = inconclusive; x = not tested or not shown; & = joins results of further samples. Cut-off read from the data, not from the text of the source, unless noted: active = inhibition above about 30%; inconclusive = no clear call, values can overlap the other calls; inactive = below that. Some of the compounds tested; count on the stated rates, not on these rows.
SMILES	MazF activator	Rv3671c inh	BoNT-F LC inh	SARS 3CLpro inh	CCHFV vOTU inh	PrPC surface inh	Anthrax LF inh2	SSB-PriA inh	BoNT A protease	VHR inh abs
CCCc1ccc2oc(C(=O)N(C)Cc3cnccn3)c(C)c2c1	-80	-14	10	4	-3	7	-1	-19	2.1	22
Clc1nc(-c2ccccc2)c2ccccc2n1	3	3	0	2	3	0	0	-24	1.3	4
CCOc1ccccc1NC(=O)CSc1nnc2c(CC)c(C)nc(N)n12	-2	-4	-15	9	6	6	-5	-1	-1.8	-12
CC(=O)c1cccc(NC(=O)Nc2nc(C)cc(C)n2)c1	-4	-2	4	2	-3	-3	2	-6	-0.5	-3
CCN(CC)CCC(c1ccc(N(C)C)cc1)c1c(OC)cc(OC)c2c(-c3ccccc3)cc(=O)oc12 (centres undefined)	38	3	-16	x	9	-14	-4	87*	-1.4	7
COc1cccc(-c2sc3ccc(OC)cc3c2C#CCC(C)O)c1 (centres undefined)	-1	-18	-1	x	-9	-5	2	-35	0.3	x
COc1ccccc1NS(=O)(=O)c1ccc(C(=O)NCC(c2ccccc2OC)N(C)C)cc1 (centres undefined)	1	x	0	-2	-9	-1	0	0	0.5	43
COc1ccc(OC)c(NC(=O)c2cccnc2Sc2cc(C)ccc2C)c1	5	-6	-1	2	5	-3	1	-6	1.2	28
CCCNC(=O)c1cc(C2CCCCN2C(=O)c2ccc3c(c2)CCO3)on1 (centres undefined)	x	x	2	x	-12	-10	4	x	0.1	x
C=CCNC(=O)c1ccccc1NC(=O)c1ccccc1N(C)S(C)(=O)=O	-1	1	0	-1	-12	2	-1	-2	0.5	8

# Part of the list above, with two lines to a compound:
# Sequence of screens: MazF activator	Rv3671c inh	BoNT-F LC inh	SARS 3CLpro inh	CCHFV vOTU inh	PrPC surface inh	Anthrax LF inh2	SSB-PriA inh	BoNT A protease	VHR inh abs
COc1ccccc1NS(=O)(=O)c1ccc(C(=O)NCC(c2ccccc2OC)N(C)C)cc1 (centres undefined)
→ 1	x	0	-2	-9	-1	0	0	0.5	43
COc1ccc(OC)c(NC(=O)c2cccnc2Sc2cc(C)ccc2C)c1
→ 5	-6	-1	2	5	-3	1	-6	1.2	28

# New compounds follow
SMILES	MazF activator	Rv3671c inh	BoNT-F LC inh	SARS 3CLpro inh	CCHFV vOTU inh	PrPC surface inh	Anthrax LF inh2	SSB-PriA inh	BoNT A protease	VHR inh abs
Cc1cccc(N(Cc2ccccc2)C(=O)c2ccccc2F)c1	5	-8	-12	4	10	3	6	-3	0.8	11
COc1ccc(NC(=O)CN2CCC(NC(=O)C3CCCCC3)CC2)cc1	-9	-5	-2	-1	-2	-1	-1	-4	-0.3	26
CC1CCN(C(=O)COC(=O)Cc2c[nH]c3ccccc23)CC1	-3	-2	15	-2	-1	-3	3	10	6.7	27
Cc1ccc(C2N(c3cc(C)on3)C(=O)C3CCCN32)cc1 (centres undefined)	-1	5	-7	-7	14	-6	-4	-5	0.3	-18
COc1ccc(C(=O)COC(=O)c2cc(=O)[nH]c3ccccc23)c(OC)c1	8	3	-6	x	1	-7	u	-9	-7.1	x
COc1ccc(OC)c(/C=C/C(=O)OCC(=O)N2CCCCC2)c1	7	0	5	x	3	-2	0	-18	0.0	x
CC(Oc1ccccc1Cl)C(=O)N(Cc1ccco1)C1CCS(=O)(=O)C1 (centres undefined)	4	9	-1	1	-11	7	1	-2	-0.6	32
CC(C)NC(=O)Nc1cccc2c1O[C@H](CN(C)S(=O)(=O)c1cccs1)[C@@H](C)CN([C@H](C)CO)C2=O	3	2	-6	x	6	0	5	-5	-0.6	x
COC(=O)c1sccc1NC(=O)CC1C(=O)NCCN1C(=O)c1ccc(F)cc1 (centres undefined)	-1	-5	-11	-1	16	8	-12	0	-0.2	12
Cc1nn(C)c(C(=O)N/N=C/c2cc3c(cc2Br)OCO3)c1Br	-4	-4	-3	-1	-14	2	-1	x	0.2	-11
O=C(Nc1cccc(Cl)c1)OCCN1CCN(Cc2ccccc2)CCC1=O	0	2	-12	-3	10	6	-1	-11	0.7	0
O=C(Nc1ccc2c(c1)OCCO2)C1c2ccccc2OCC(=O)N1Cc1ccccn1 (centres undefined)	x	x	-3	x	4	0	-6	x	0.2	x
CC(=O)c1c(C)[nH]c(C(=O)CSc2nnc(-c3ccco3)o2)c1C	6	-10	0	2	6	10	-9	-8	-0.4	18
Cc1ccc(NC(=O)CSc2nnc(-c3cccnc3)s2)cc1	22	-9	2	-2	-16	-2	0	-5	0.7	3
COCCN(C(=O)COC(=O)c1ccccc1NCc1ccco1)c1c(N)n(Cc2ccccc2)c(=O)[nH]c1=O	-4	1	-3	x	-75	-9	-5	2	0.1	x
O=C(NCCNC(=O)c1cc(F)cc(F)c1)c1cc(F)cc(F)c1	4	7	4	0	11	4	-11	-10	1.1	-5
CCOC(=O)c1c(N/C=C(\C#N)c2nc(-c3ccc(OC(C)=O)cc3)cs2)sc2c1CCC2	6	x	8	x	-6	0	-7	-6	2.1	x
COc1ccc2c(C)cc(Sc3nnnn3-c3ccccc3)nc2c1	10	-1	-3	-1	-7	-1	-2	-5&-9	-0.4	6
COCCCNC(=S)NNC(=S)Nc1cccc(Cl)c1	-1	7	x	1	-4	5	x	1	x	4
COc1ccc(Oc2nc3c(c(=O)n(C)c(=O)n3C)n2Cc2cccc(OC)c2)cc1	4	-2	-23	5	2	-1	0	-7	-0.7	36
CCC1=C2CC[C@H]3C(=O)N(C)C(=O)[C@H]3[C@H]2[C@@]2(Cc3ccccc3)C(=NCC(=O)OC)OC(=O)N2C1=O	5	-1	0	x	3	2	-1	-21	-0.2	4
CC1(C)CNc2cc([N+](=O)[O-])ccc2S1	5	3	-5	0	7	-19	-3	-24	1.2	6
CC(=O)N(CCC(c1ccco1)C(C)C)Cc1ccc(OC(C)C)cc1 (centres undefined)	3	8	u	7	22	-10	0	-11	2.8	10
Cc1ccc(OCCC(=O)OCC(=O)NC(=O)NC2CCCCC2)cc1	-2	-2	-11	x	15	-2	-4	-16	3.9	x
Cc1ccc(NS(=O)(=O)c2ccc(C(=O)N3CCCN(C)CC3)cc2)cc1	6	3	6	-1	-7	3	0	-13	-0.1	x
Cn1cc([N+](=O)[O-])c(C(=O)NCc2cc3ccccc3[nH]2)n1	-3	-12	-3	3	6	-12	1	6	0.5	-2
COc1ccc(NC(=O)c2cccc([N+](=O)[O-])c2)cc1	1	-10	4	-2	3	-13	0	0	0.1	2
Cc1ccc2c(c1C)C(=O)C(=O)N2	16	x	-5	x	2	2	-5	-27	0.3	x
COc1ccc(/C=C\C(=O)Oc2cccc(/C=N/NC(=O)Cc3ccc(OC)c(OC)c3)c2)cc1	-13	-45	-3	-3	-16	5	1	x	0.3	-13
NC(=O)NC(=O)CSc1nc2cc([N+](=O)[O-])ccc2n1-c1cccc(C(F)(F)F)c1	0	0	7	0	3	-11	-5	-2	1.0	11
N#CC(C#N)=C1C=CC=CN1/C(=C\c1ccco1)C(=O)c1ccc(-c2ccccc2)cc1	1	-32	0	4	-1	2	0	8	2.6	6
COc1ccc(C(=O)N/C(=C/c2cccs2)C(=O)NCCCn2ccnc2)cc1OC	-2	-2	0	-1	1	3	0	-3	0.8	53*
OCC1OCOC2C(CO)OCOC12 (centres undefined)	3	x	-10	x	-4	-2	-3	5	0.2	x
Cc1ccc(S(=O)(=O)NC(=O)c2cccc(C)c2)cc1	-2	-11	-4	-9	17	0	0	-9	-0.5	6
CC(=O)n1cc([C@H]2C=C(C(N)=O)O[C@@H](OCc3ccc(CO)cc3)C2)c2ccccc21	3	-2	-10	x	-2	-5	-4	7	0.0	x
N#Cc1c(N)nc(SCC(=O)C23CC4CC(CC(C4)C2)C3)c(C#N)c1-c1ccc(Cl)cc1	-9	-2	-1	0	0	7	1	-17	-0.2	22
COc1ccc(-n2c(CN3CCN(c4ccccn4)CC3)nc3ccc([N+](=O)[O-])cc3c2=O)c(OC)c1	2	3	1	6	-11	-19	-5	2	-1.1	2
COc1cccc(CCC(=O)N2CCC(n3nccc3NC(=O)C3CCOC3)CC2)c1 (centres undefined)	4	-2	x	4	-8	4	x	-13	x	4
c1ccc2c(c1)c1c3n2CCNC3CCC1 (centres undefined)	4	2	-18	-3	5	-1	-1	12	0.1	-5
C(=N\c1nccs1)/c1cccnc1	3	-1	-11	3	4	5	1	x	0.2	5
COc1ccc(C2CC(=O)C(C=NCCO)=C(O)C2)cc1OC (centres undefined)	6	-3	2	1	6	-7	-4	-4	0.7	21
c1cncc(-c2nc3ccccc3o2)c1	-8	-10	3	4	-3	-6	1	-22	0.6	12
Cc1ccc(CNC(=O)c2cc(=O)c3cc(C)ccc3o2)cc1	-3	-5	1	2	-2	-1	-4	-10	1.2	x
CCOC(=O)CNC(=O)c1cn(CC(C)C)c(=O)c2cc(OC)c(OC)cc12	-7	9	-4	4	-2	2	-8	-21	-0.3	-9
COc1cc(C(=O)N2CCN(c3ccccc3OC)CC2)c([N+](=O)[O-])cc1OC	-13	5	9	3	-11	-5	7	5	-0.8	8
Cc1cc(C)n(-c2nc3c(c(=O)n(C)c(=O)n3C)n2CCO)n1	1	0	1	2	-6	9	-4	-3	-0.6	5
COc1ccc(C(=O)CCc2ccccc2)cc1	-5	-4	-2	1	-14	-7	12	-1	-1.0	-2
C[C@@H]1CN([C@@H](C)CO)C(=O)c2cc(Br)cnc2O[C@@H]1CN(C)S(C)(=O)=O	8	x	-6	x	-5	-2	-2	x	-0.7	x
CSc1ncccc1C(=O)OCC(=O)Nc1ccc2c(c1)CCC2	5	5	-2	x	15	7	-10	-8	2.3	x
Cc1nn2c(=O)c(NC(=O)c3ccc(Cl)cc3)cnc2s1	0	4	5	2	-8	-5	3	11	0.4	-20

# The list goes on.
SMILES	MazF activator	Rv3671c inh	BoNT-F LC inh	SARS 3CLpro inh	CCHFV vOTU inh	PrPC surface inh	Anthrax LF inh2	SSB-PriA inh	BoNT A protease	VHR inh abs
Cc1nn(C)c(C)c1CN(C)C(=O)C1c2ccccc2Oc2ccccc21	3	-7	10	2	-10	0	2	-8	1.1	4
CN(Cc1cn(Cc2ccccc2)nc1-c1ccc2c(c1)OCO2)Cc1nccn1C	5	10	4	-5	5	-5	-6	2	1.0	35
Cc1cccc(NC(=O)CN(C)C(C)C(=O)Nc2ccc(S(=O)(=O)N3CCCC3)cc2)c1C (centres undefined)	-3	x	x	x	12	-6	x	-1	x	x
CC(=O)C[C@H]1c2ccccc2S(=O)(=O)N1C1CCCCC1	-1	0	-5	x	0	5	-2	-8	-0.6	x
Cc1c(NC(=O)C(C)Sc2ccc3ccccc3n2)c(=O)n(-c2ccccc2)n1C (centres undefined)	-11	-1	16	1	7	5	3	-17	0.3	23
O=C(COC(=O)c1ccc[n+]([O-])c1)Nc1ccc(Cl)cc1[N+](=O)[O-]	6	6	8	x	8	-21	4	8	1.9	x
COc1ccc(NC(=S)N2CCN(c3ncccn3)CC2)cc1	2	0	-4	5	5	10	-2	2	-0.2	-6
Cc1cc(F)ccc1S(=O)(=O)Nc1ccc(O)c(Sc2ncn[nH]2)c1	3	1	1	-6	-5	-5	0	-6	-1.0	4
NS(=O)(=O)c1cccc(NC(=O)CSc2nc3ccccc3c(=O)n2CC2CCCO2)c1 (centres undefined)	6	x	-8	x	3	-9	0	5	-0.7	x

# Compound activity (PubChem)
